Source: PubChem (PCMD)
FXIa single inh – human FXIa protease inhibitors, primary screen, biochemical, single compound per well; purified human FXIa, fluorogenic AMC substrate cleavage; actives 0.3% (n = 33,000); Coagulation factor XI (Homo sapiens), P03951; inhibition, % at 10 µM;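 active means inhibition above 40% in the primary screen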;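 further: 0% = enzyme without compound and 100% = blank wells lacking enzyme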
FXIIa single – human FXIIa protease inhibitors, primary screen, biochemical, single well. purified human FXIIa, AMC substrate fluorescence, 2 h. inhibition, % at 10 µM. actives 0.2% (n = 33,000). AID 701, 2007; in the data active means inhibition above about 30%;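 further: 0% = enzyme with vehicle only and 100% = no enzyme blank; many of its hits are not listed in these tables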
Target sequence (P00748 20-372 limits assumed): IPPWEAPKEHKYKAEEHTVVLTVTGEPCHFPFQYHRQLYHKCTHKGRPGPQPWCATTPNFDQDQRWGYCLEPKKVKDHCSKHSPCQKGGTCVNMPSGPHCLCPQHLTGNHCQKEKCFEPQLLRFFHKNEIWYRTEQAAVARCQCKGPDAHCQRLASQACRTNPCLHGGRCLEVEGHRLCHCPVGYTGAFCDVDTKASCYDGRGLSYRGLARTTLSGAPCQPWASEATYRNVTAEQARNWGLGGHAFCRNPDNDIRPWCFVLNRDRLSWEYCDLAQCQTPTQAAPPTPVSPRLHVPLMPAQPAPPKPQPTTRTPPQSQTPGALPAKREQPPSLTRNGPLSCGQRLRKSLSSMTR
Target sequence (P00748 373-615 limits assumed): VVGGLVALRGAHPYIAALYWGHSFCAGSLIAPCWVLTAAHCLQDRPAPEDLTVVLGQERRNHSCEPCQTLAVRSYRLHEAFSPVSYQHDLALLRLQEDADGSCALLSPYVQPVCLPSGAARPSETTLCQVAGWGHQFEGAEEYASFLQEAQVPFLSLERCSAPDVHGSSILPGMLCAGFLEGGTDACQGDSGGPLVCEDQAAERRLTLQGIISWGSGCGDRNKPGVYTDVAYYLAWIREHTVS
Active calls of the source: *. Only part of the results is shown (hit frequency here may not be typical).

Order of values – FXIa single inh	FXIIa single
#1 O=C(O)CSc1ccccc1C(=O)O
    1	-8
#2 CN(Cc1nc2ccccc2c(=O)[nH]1)Cc1cc(=O)oc2ccc3ccccc3c12
    10	3
#3 CCCCn1nnnc1SCC(=O)Nc1ccc2c(c1)OCCO2
    2	13
#4 CC1(C)CC(=O)C2=C(C1)Nc1cc3c(cc1C2c1ccc(F)cc1)OCO3 (stereo not given)
    -3	-6
#5 Cc1ccc(S(=O)(=O)NC(=O)NCc2ccccc2)cc1
    -1	2
#6 NC(=O)c1cccc2c(=O)oc3ccccc3c12
    -4	7
#7 CCCc1cc(=O)[nH]c(Nc2ccc(O)cc2)n1
    -1	0
#8 CCN1C(=O)N(c2cccc3ccccc23)C(C)=CC1(C)C
    23	-15
#9 CCOC(=O)c1cc2occc2n1Cc1c(F)cccc1Cl
    -5	1
#10 CCOC(=O)c1sc(NC(=O)CSc2n[nH]c(-c3ccc(Cl)cc3Cl)n2)c(C#N)c1C
    2	4

Order of values – FXIa single inh	FXIIa single
#11 Cn1c(CN2CCOCC2)c(C#N)c2ccccc21
    -3	4
#12 CN(c1ccc(C(=O)NCc2ccc3c(c2)OCO3)cc1)S(C)(=O)=O
    1	4
#13 Cc1ccc(N2C(=O)CC(n3nc(C)cc3C)C2=O)cc1 (stereo not given)
    0	15
#14 CC(C)(C)n1nnnc1C(c1ccccn1)N(Cc1ccccc1)Cc1ccc(Cl)cc1 (stereo not given)
    7	4
#15 CCOC(=O)Cc1c(C)nc2c(-c3ccc(OC)cc3)c(C)nn2c1C
    -7	20
#16 Cc1ccc(C)c(C(=O)CSc2nnnn2C(C)C)c1
    -3	2
#17 CC(Cn1cnc2ccccc21)C(=O)O (stereo not given)
    3	7
#18 CC1(C)CC2(CC(C)(C(=O)CSc3nc4ccccc4s3)OC2=O)C(=O)O1 (stereo not given)
    1	2
#19 COc1ccc(N(C)C(=O)CCS(=O)(=O)c2cccc3nonc23)c(OC)c1
    0	11
#20 COc1ccc(O)c(-c2c(-c3ccc(Cl)cc3)n[nH]c2C)c1
    0	3

Order of values – FXIa single inh	FXIIa single
#21 Cc1ccc(S(=O)(=O)c2c(COC(=O)c3ccccc3Cl)c(-c3ccccc3)nn2C)cc1
    -6	2
#22 COCCNC(=O)c1c(N)n(/N=C/c2cccs2)c2nc3ccccc3nc12
    -5	-14
#23 O=S(=O)(c1ccc2oc3ccccc3c2c1)N1CCCC1
    4	3
#24 COc1ccc(/C=N/n2cnnc2)cc1COc1ccccn1
    0	11
#25 Cc1c(N)cccc1-c1nc2ccccc2[nH]1
    3	1
#26 Cc1ccc(C)c(Cn2c(CN(C)Cc3ccccc3)nc3c2c(=O)n(C)c(=O)n3C)c1
    4	8
#27 COc1ccc(C)c2sc(=NC(=O)C(C)C)n(C)c12
    8	6
#28 O=C1COc2ccc(-c3csc(=Nc4ccc(OC(F)F)cc4)n3CC3CCCO3)cc2N1 (stereo not given)
    1	2
#29 CCOc1ccccc1NC(=O)N1CCC(C(=O)c2ccc(F)cc2)CC1
    3	-2
#30 CC(=O)c1ccc(NC(=O)Oc2ccccc2)cc1
    -1	1

Sorted by the number under FXIIa single (low to high): three of the compounds above
Order of values – FXIa single inh	FXIIa single
#30 CC(=O)c1ccc(NC(=O)Oc2ccccc2)cc1
    -1	1
#28 O=C1COc2ccc(-c3csc(=Nc4ccc(OC(F)F)cc4)n3CC3CCCO3)cc2N1 (stereo not given)
    1	2
#17 CC(Cn1cnc2ccccc21)C(=O)O (stereo not given)
    3	7

More records:
Order of values – FXIa single inh	FXIIa single
#31 Cc1ccc(C)c(Cn2c(=O)n(CCCC(=O)NCc3ccco3)c(=O)c3sccc32)c1
    4	2
#32 COC(=O)c1c(/N=C/NOCc2ccc(Cl)cc2)sc2c1CCN(c1ncc(C(F)(F)F)cc1Cl)C2
    -4	13
#33 CCOC(=O)c1cc2occc2n1CC(=O)N1CCCc2ccccc21
    -1	9
#34 CCOC(=O)CSc1nc2ccc(N)cc2s1
    4	12
#35 O=C(CCn1c(SCC(=O)c2ccccc2)nc2ccccc2c1=O)NCc1ccc(F)cc1
    -2	3
#36 Cc1cc(-n2nc(C)cc2C)n2nc(C)c(-c3ccc(Cl)cc3)c2n1
    5	11
#37 COc1ccc(OCCC(=O)N2CCCCC2)cc1
    -8	17
#38 Cn1nccc1C(=O)Nc1ccc(Cl)cc1
    -7	8
#39 CCCCN(CCCC)S(=O)(=O)c1ccc(NC(=O)c2cccs2)cc1
    -4	7
#40 O=C(c1cc2cc([N+](=O)[O-])ccc2oc1=O)N1CCN(c2ncccn2)CC1
    -4	6

Grouped by structure: the entries above with a COOH group (2)
Order of values – FXIa single inh	FXIIa single
#1 O=C(O)CSc1ccccc1C(=O)O
    1	-8
#17 CC(Cn1cnc2ccccc21)C(=O)O (stereo not given)
    3	7

Later entries.
Order of values – FXIa single inh	FXIIa single
#41 Cc1noc(C)c1S(=O)(=O)N1CCN(c2ccccc2)CC1
    7	8
#42 O=C(CN1C(=O)c2ccccc2C1=O)Nc1sc2c(c1C(=O)NCc1ccco1)CCCC2
    8	7
#43 CN1CCN(C(=O)c2cnn(-c3ccccc3)c2NC(=O)c2ccccc2F)CC1
    2	10
#44 CCc1noc(C)c1C(=O)Nc1ncc(C)s1
    2	2
#45 Nc1nnc(SCC(=O)c2ccco2)s1
    0	9
#46 COc1cc(NC(=O)C2CCN(S(=O)(=O)c3cccnc3)CC2)cc(OC)c1OC
    5	5
#47 O=C(c1ccccc1NS(=O)(=O)c1ccc2c(c1)OCCO2)N1CCOCC1
    0	5
#48 CCCCCCCCS(=O)c1sc2nc3c(cc2c1N)CCCC3 (stereo not given)
    -3	4
#49 O=C(CCCc1ccccc1)Nc1cccc2c1CCCC2
    -8	5
#50 COc1ccc(C(=O)Nn2c(SCC(=O)c3ccc(Cl)cc3)nc3ccccc3c2=O)cc1
    -11	-12

Order of values – FXIa single inh	FXIIa single
#51 CC(C)(C)NCC(O)c1cc(O)cc(O)c1 (stereo not given)
    -7	-10
#52 O=C(CSc1nnc(-c2ccccn2)n1Cc1ccco1)c1ccc(Cl)cc1
    -2	7
#53 O=C(Nc1nc2ccccc2s1)C1CC(=O)N(c2ccc(F)cc2)C1 (stereo not given)
    5	7
#54 O=C(O)CCC(=O)N1CCN(c2ccc(C(=O)c3ccc(F)cc3)cc2)CC1
    3	6
#55 COC(=O)C1C(O)=C(C=NCc2ccccc2)C(=O)CC1(C)C (stereo not given)
    6	4
#56 COC(=O)c1c(NC(=O)CC2NCCNC2=O)sc2c1CCCC2 (stereo not given)
    3	1
#57 O=C(NC(=O)N1CCN(c2ccccc2)CC1)c1ccc(Cl)cc1
    -7	13
#58 O=C(CSc1ccccn1)N1CCN(c2ccc(Cl)cc2)CC1
    4	8
#59 CC1CCCCN1C(=O)Cn1cc(/C=C2/C(=O)Nc3ccccc32)c2ccccc21 (stereo not given)
    -7	-7
#60 Cc1noc(C)c1CSCC(=O)Nc1nc2ccc(Oc3ccccc3)cc2s1
    0	-1

Order of values – FXIa single inh	FXIIa single
#61 Cc1nn(Cc2ccc(Cl)cc2Cl)c(Cl)c1/C=C/C(=O)OCC(=O)NCC(F)(F)F
    -2	9
#62 Cc1n[nH]c(C)c1S(=O)(=O)N1CCCC(C(=O)NCc2cccs2)C1 (stereo not given)
    -2	-9
#63 CC(=O)Nc1ccc(S(=O)(=O)NC2=C(N3CCN(Cc4ccccc4)CC3)C(=O)c3ccccc3C2=O)cc1
    -12	6
#64 CO/N=C\C(=N\Nc1ccc(OC)cc1)C(=O)c1ccccc1
    13	-8
#65 CCOCCCNC(=O)C1CCCN(S(=O)(=O)CC)C1 (stereo not given)
    -1	9
#66 CC1CCCCC1NC1=NCCS1 (stereo not given)
    -1	8
#67 Nc1nc(CSCCO)nc(Nc2ccccc2)n1
    -2	7
#68 CC(C)[C@H](NC(=O)c1ccco1)C(=O)OCC(=O)N1CCc2ccccc21
    16	-11
#69 Cc1ccc(-c2nc3cccnc3s2)cc1NS(=O)(=O)c1ccc2c(c1)OCCO2
    7	4
#70 CN(c1ccccc1C(=O)Nc1ccc2c(c1)OCCO2)S(C)(=O)=O
    4	-18

Order of values – FXIa single inh	FXIIa single
#71 CC(C)C1Cc2c(sc3[nH]c(=S)n(Cc4ccccc4)c(=O)c23)CO1 (stereo not given)
    1	-5
#72 CCCCn1c(N)c(Sc2ccc(Cl)cc2)c(=O)[nH]c1=O
    -14	7
#73 CC(C)CC(=O)Nc1cccc(C(=O)Nc2ccccc2C(=O)O)c1
    -2	-1
#74 O=C(CSc1nnc(Cn2nnc3ccccc32)o1)Nc1ccc(Cl)cc1
    4	7
#75 Cc1ccn2cc(CSc3ccccc3N)nc2c1
    3	1
#76 CCOC(=O)c1c(=O)n(O)c2ccc(OC)cc2[n+]1[O-]
    34	-11
#77 CS(=O)(=O)N1CCc2cc(-c3csc(NC(=O)C(c4ccccc4)c4ccccc4)n3)ccc21
    12	6
#78 CCOc1cc(C)c(Cl)cc1S(=O)(=O)n1cnc2ccccc21
    1	8
#79 FC(F)(F)C1=CC(c2ccc(Br)cc2)=NCCN1
    -14	-10
#80 O=C(NCCc1c[nH]c2ccc(Cl)cc12)c1cccnc1
    4	3

Order of values – FXIa single inh	FXIIa single
#81 CCCCc1ccc(CC2S/C(=C(\C#N)C(=O)N3CCOCC3)N(c3ccccc3)C2=O)cc1 (stereo not given)
    -8	7
#82 O=C(OCC(=O)N1CCN(C(=O)c2ccco2)CC1)c1cn(-c2ccccc2)nc1-c1ccccc1
    3	4
#83 CCOC(=O)C1CCN(S(=O)(=O)c2ccc(OC)c(OC)c2)CC1
    -9	-1
#84 Cc1ccc(C(=O)Nc2ccc(S(=O)(=O)N3CCc4ccccc4C3)cc2)o1
    1	-11
#85 CCCCCCCCOc1ccc(C2OC34CCCCC3C(C#N)(C#N)C2(C#N)C(=N)O4)cc1 (stereo not given)
    8	13
#86 COc1cccc(/C=N/NC(N)=S)c1OS(=O)(=O)c1ccccc1
    -2	6
#87 Cc1ccc(S(=O)(=O)N2CCN(S(=O)(=O)N3CCOCC3)CC2)cc1
    -6	1
#88 Cc1ccc2nsnc2c1NC(=O)c1ccc2c(c1)OCCO2
    10	2
#89 Cn1nnnc1SCC(=O)Nc1ccccn1
    -11	3
#90 CN(C)c1ccc(O)c2c1CC1CC3[C@@H](N(C)C)C(=O)C(C(N)=O)=C(O)[C@]3(O)C(=O)C1=C2O (stereo not given in full)
    1	4

Order of values – FXIa single inh	FXIIa single
#91 Cc1cc(NC(=O)CCc2ccc(C)o2)no1
    1	5
#92 Cc1nnc(SCCn2c(N(C)Cc3ccccc3)nc3c2c(=O)[nH]c(=O)n3C)s1
    5	3
#93 CCCC(=O)C1=C(O)C(C(=O)OC)C(C)(C)CC1=Nc1ccc(N)cc1 (stereo not given)
    -8	5
#94 COc1ccccc1Nc1nc(N)nc(CSc2nncn2C)n1
    -10	3
#95 COc1ccc(CCNC(=O)CSc2nc(N)c3c(C)c(C)oc3n2)cc1OC
    -1	-3
#96 CCN=C1SC(CC(=O)NC(C)C)C(=O)N1CC (stereo not given)
    -2	-8
#97 COC(=O)c1cccc(NC(=O)CSc2nnnn2C)c1
    -5	7
#98 S=C(c1nc2ccccc2[nH]1)N1CCOCC1
    4	8
#99 CS(=O)(=O)N1CCc2cc(-c3csc(NC(=O)Cc4ccccc4)n3)ccc21
    3	7
#100 CC1(C)Cc2c(c(N3CCOCC3)nc3sc4c(NCc5ccccc5)nnnc4c23)CS1
    -5	-5

Reprinted at random: four compounds from above, in no set order.
Order of values – FXIa single inh	FXIIa single
#93 CCCC(=O)C1=C(O)C(C(=O)OC)C(C)(C)CC1=Nc1ccc(N)cc1 (stereo not given)
    -8	5
#98 S=C(c1nc2ccccc2[nH]1)N1CCOCC1
    4	8
#99 CS(=O)(=O)N1CCc2cc(-c3csc(NC(=O)Cc4ccccc4)n3)ccc21
    3	7
#91 Cc1cc(NC(=O)CCc2ccc(C)o2)no1
    1	5

Additional records follow:
Order of values – FXIa single inh	FXIIa single
#101 Cc1ccccc1NC(=O)NCCCN1CCCC1
    5	4
#102 CCN=C1SC(CC(=O)NCCc2ccc(OC)c(OC)c2)C(=O)N1CC (stereo not given)
    3	0
#103 CCOCc1nnc(NC(=O)CSc2ccc(C)cc2)s1
    -2	9
#104 O=C(NCc1cccnc1)Nc1ccccc1F
    2	7
#105 CCOC(=O)C1=C(Cc2ccc(Cl)cc2)C(=O)c2ccccc2C1=O
    2	3
#106 CC1=CCC2C(=O)N(CCc3c[nH]c4ccccc34)C(=O)C2C1 (stereo not given)
    -3	3
#107 Nc1cccc2nc3ccccc3cc12
    -12	-5
#108 Cc1ccccc1NC(=O)Nc1ccccc1C(=O)NCc1ccccc1
    2	1
#109 O=C(NCc1nnc(SC/C=C/c2ccccc2)o1)c1ccco1
    4	4
#110 COc1ccc(NC(=O)CSc2nncn2C)cc1OC
    0	3

Order of values – FXIa single inh	FXIIa single
#111 CCCCCn1c2nc3ccccc3nc2c2c(=O)n(CC(C)C)cnc21
    8	7
#112 COC(=O)CN1C(=O)Nc2ccc(Br)cc2C1c1ccccc1Cl (stereo not given)
    1	-5
#113 Cc1ccc(-c2[nH]c3ccccc3c2C(C[N+](=O)[O-])c2ccco2)cc1 (stereo not given)
    6	5
#114 CCS(=O)(=O)c1ccc2oc(Nc3ccccc3C)nc2c1
    1	3
#115 CCc1nc(SCc2ccc(F)cc2)[nH]c(=O)c1C#N
    0	8
#116 CCCCC(=O)NN(C)c1nc(-c2ccccc2)nnc1C(F)(F)F
    10	8
#117 CSc1nc(-c2ccccc2)nc(N)c1C(C)=O
    -9	7
#118 Cc1nn(C)c(C)c1/C=N/O
    1	-4
#119 Cn1c(CC(=O)Nc2ccc(Cl)c(Cl)c2)nnc1SCC(=O)Nc1nccs1
    -8	9
#120 O=C(NCCCN1CCC(Cc2ccccc2)CC1)C1CC(=O)N(C2CCCCCC2)C1 (stereo not given)
    8	3
#121 CCOC(=O)CNC(=O)CSc1nc(N(C)C)nc(N2CCOCC2)n1
    5	6
#122 O=C(Cc1cccc2ccccc12)Nc1ccccc1C(=O)O
    -4	-5
#123 CC1(C)CC(=O)C(C=NC2CC(C)(C)NC(C)(C)C2)=C(O)C1
    3	2
